OX1R antag: antagonists of human orexin 1 receptor (OX1R) | inhibition, % at 6.6 µM | AID 485270, 2010 | Orexin/Hypocretin receptor type 1 (Homo sapiens), O43613 | actives 1.8% (n = 330,000) | OX1R-expressing cells, FRET antagonist read-out; in the data active = inhibition mostly above about 38%, no sharp cut-off; inactive = mostly below about 40%;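 note: 0% = agonist challenge alone and 100% = reference antagonist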
Target sequence (O43613 whole entry, looked up): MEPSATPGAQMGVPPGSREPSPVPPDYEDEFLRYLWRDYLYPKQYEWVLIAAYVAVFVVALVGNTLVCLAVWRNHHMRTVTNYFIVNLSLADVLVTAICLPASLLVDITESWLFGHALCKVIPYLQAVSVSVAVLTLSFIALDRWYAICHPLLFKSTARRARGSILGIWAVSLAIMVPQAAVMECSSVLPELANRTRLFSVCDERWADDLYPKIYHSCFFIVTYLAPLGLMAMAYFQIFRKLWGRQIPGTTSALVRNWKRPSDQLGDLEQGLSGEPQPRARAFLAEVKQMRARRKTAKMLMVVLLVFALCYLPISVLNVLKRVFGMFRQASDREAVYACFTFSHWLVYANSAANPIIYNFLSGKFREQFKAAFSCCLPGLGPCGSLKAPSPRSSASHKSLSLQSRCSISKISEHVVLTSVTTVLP
STK33 kinase inh: inhibitors of purified STK33 kinase, primary screen, biochemical, ADP-Glo luminescence, homogeneous, cell-free | Serine/threonine-protein kinase 33 (Homo sapiens), Q9BYT3 | MBP phosphorylation | actives 0.073% (n = 320,000) | AID 2661, 2010 | inhibition, % at 10 µM;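 active = inhibition at or above 25%, using the most active replicate where run in duplicate; inactive = inhibition below 25%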
Target sequence (Q9BYT3 whole entry, looked up): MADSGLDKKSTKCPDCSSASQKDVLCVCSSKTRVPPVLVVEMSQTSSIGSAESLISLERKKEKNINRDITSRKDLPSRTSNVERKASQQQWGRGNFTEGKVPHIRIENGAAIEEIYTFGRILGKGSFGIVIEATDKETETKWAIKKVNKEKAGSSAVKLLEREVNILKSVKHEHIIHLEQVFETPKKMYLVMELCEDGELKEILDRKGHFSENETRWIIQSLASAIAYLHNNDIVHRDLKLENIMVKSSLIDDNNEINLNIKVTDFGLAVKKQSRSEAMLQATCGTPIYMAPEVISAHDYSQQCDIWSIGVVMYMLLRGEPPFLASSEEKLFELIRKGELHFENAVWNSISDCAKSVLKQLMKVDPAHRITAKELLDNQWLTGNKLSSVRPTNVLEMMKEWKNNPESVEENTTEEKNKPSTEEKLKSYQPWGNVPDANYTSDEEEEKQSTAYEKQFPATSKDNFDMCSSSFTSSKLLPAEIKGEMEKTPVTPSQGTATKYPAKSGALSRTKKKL
* = called active by the depositor; · = not tested or not shown. Rows were taken by chance; overall some 1.8% were active at least once.

smiles | OX1R antag | STK33 kinase inh
O=C(O)CCCCc1nc2ccccc2s1 | 5.4 | -0.1
COc1ccc(-c2cc(C(=O)NC3=NCCS3)c3ccccc3n2)cc1OC | 15.4 | -0.3
COC(=O)c1sccc1NC(=O)C1CC(C)=C(C)CC1C(=O)O (stereo not drawn) | 28.2 | 2.2
S=C(Nc1ccc2nsnc2c1)N1CCCCC1 | 25.6 | 0.1
CC(C)c1ccc(C(=O)NCCCNC(=O)c2cnccn2)cc1 | -5.8 | -0.4
COC(=O)c1c(NC(=O)CS(=O)(=O)c2ccccc2)sc(C)c1C | 22.0 | ·
CC(C)Cn1c(=S)[nH]c2ccccc2c1=O | 5.4 | -0.4
CCC(C)(C)NC(=O)C(c1ccc(O)cc1)N(CCOC)C(=O)CCC(=O)Nc1nccs1 (stereo not drawn) | 19.0 | -0.8
CN(CC(=O)Nc1c(Cl)cccc1Cl)C(=O)c1cc(S(=O)(=O)N(C)C)ccc1N1CCCC1 | 10.4 | -0.1
COc1ccc(OC)c(-c2nnc3n2N=C(c2ccc(OC)c(OC4CCOC4)c2)CS3)c1 (stereo not drawn) | 9.6 | -0.6
CCc1ccc(CNCc2cccs2)cc1 | 15.6 | -0.6
CCc1ccc(N(C(=O)CNC(=O)c2ccco2)C(C(=O)NC2CCCC2)c2ccncc2)cc1 (stereo not drawn) | 15.9 | -0.7
COc1cccc(C=Nc2ccccc2C#N)c1O | 10.6 | 0.2
C/C(=N\NC(=O)c1ccc([N+](=O)[O-])cc1)c1cccc([N+](=O)[O-])c1 | 64.2* | 0.8
O=c1oc2cc(O[C@@H]3OC[C@@H](O)[C@H](O)[C@H]3O)ccc2c2ccccc12 | 2.1 | 1.7
COC(=O)c1ccccc1NC(=O)N1CCN(S(=O)(=O)c2ccc(Cl)cc2)CC1 | 13.2 | -1.4
CC1CCCN(C(=O)Cn2c(=O)oc3ccccc32)C1 (stereo not drawn) | 1.3 | -0.3
O=C(Nc1cc(S(=O)(=O)N2CCOCC2)ccc1N1CCCC1)C1COc2ccccc2O1 (stereo not drawn) | 19.3 | 0.5
COc1cccc(CNC(=O)C2CCN(S(=O)(=O)c3ccc(C)cc3)CC2)c1 | 3.5 | -1.0
CC(=O)NCCc1nc2cc(NC(=O)c3cccc([N+](=O)[O-])c3)ccc2n1C | · | -0.7
COc1ccccc1OCC(=O)N/N=C/c1c(O)ccc2ccccc12 | 15.6 | -3.8
COc1ccc(CCC(=O)NC2CCCc3ccccc32)cc1OC (stereo not drawn) | 10.0 | -1.7
COc1ccc(N2C(=O)C3CCCN3C2c2ccccc2)cc1Cl (stereo not drawn) | 10.5 | -1.4
COc1cc2cc(CN(Cc3nnnn3Cc3ccco3)C3CCCCC3)c(=O)[nH]c2cc1OC | 46.5 | 0.7
O=c1[nH]nc(-c2ccccc2)c2ccccc12 | 21.7 | 1.0
S=C(Nc1ccccc1)Nc1ccc2cn[nH]c2c1 | 9.9 | 41.3*
O=C(On1c(-c2ccccc2)nc2ccccc2c1=O)c1ccco1 | 11.0 | 3.9
CCC(=O)Nc1cc(C(=O)O)ccc1S(=O)(=O)c1ccc(C)cc1 | -4.4 | -0.6
CCN(Cc1nc(-c2ccccc2)no1)C(=O)c1ccc2c(c1)OCO2 | 20.6 | -1.3
COc1ccc2c(c1)c(C(=O)CN1CCN(C(=O)c3ccco3)CC1)c(C)n2C | 11.6 | -0.2
Cc1oc2c(Cl)c(Cl)c(O)c(CN(C)C)c2c1C(=O)c1ccc(Cl)cc1 | · | -1.2
CCCN1C(=O)C(NC(=O)c2ccncc2)(C(F)(F)F)C2=C1CC(C)(C)CC2=O (stereo not drawn) | 15.6 | -0.8

Reprinted from the part before: three compounds, followed by the next part.
smiles | OX1R antag | STK33 kinase inh
COc1ccc2c(c1)c(C(=O)CN1CCN(C(=O)c3ccco3)CC1)c(C)n2C | 11.6 | -0.2
Cc1oc2c(Cl)c(Cl)c(O)c(CN(C)C)c2c1C(=O)c1ccc(Cl)cc1 | · | -1.2
CCCN1C(=O)C(NC(=O)c2ccncc2)(C(F)(F)F)C2=C1CC(C)(C)CC2=O (stereo not drawn) | 15.6 | -0.8
CC1(C)C(=O)Nc2ccccc2N1C(=O)COC(=O)CCSc1ccccc1 | 12.7 | 0.5
O=C(CC1OCC2CCCN2C1=O)Nc1ccc([N+](=O)[O-])cc1 (stereo not drawn) | 14.9 | 0.0
C=CCSc1nc2ccccc2c(=O)[nH]1 | 18.9 | -0.8
O=C(Nc1nc2ccccc2s1)c1ccc([N+](=O)[O-])o1 | 9.8 | -2.5
CC(C)CCN1C(=O)C2(OCCCO2)c2cc(Cl)ccc21 | 5.1 | -2.2
C/C(CCC1CC(C)OC1=O)=N/Nc1nc(-c2ccccc2)cs1 (stereo not drawn) | 20.3 | -0.9
O=C(O)CCc1ccc(-c2ccc(Br)cc2)n1-c1ccc(O)cc1 | · | -1.4
O=C(CCNS(=O)(=O)c1ccccc1F)NC1CCCCCC1 | 3.1 | -2.1
Cc1cccc(-n2ncc3c(N4CCC(C)CC4)ncnc32)c1 | 11.5 | -0.5
C=CC[N+](C)(C)CCCNC(=O)/C=N/O | 17.9 | -1.1
Cc1c(C)c(C)c(S(=O)(=O)Nc2ccc3[nH]c(=O)[nH]c3c2)c(C)c1C | 16.6 | 0.5
O=C(COC(=O)/C=C/c1ccccc1Cl)NCc1ccccc1 | 1.7 | 1.1
CCCCC1CC(CSc2ncn[nH]2)OC1=O (stereo not drawn) | -0.4 | -3.0
NS(=O)(=O)c1ccc(NC(=S)Nc2ccc(F)c(F)c2)cc1 | 9.6 | -4.0
CS(=O)(=O)N(CCc1ccccc1)CC(=O)N1CCN(Cc2ccc3c(c2)OCO3)CC1 | 3.5 | -1.4
CCc1ccc(NC(=O)COC(=O)/C=C/c2c(C)nn(C3CCS(=O)(=O)C3)c2Cl)cc1 (stereo not drawn) | 14.5 | -1.1
CN1/C(=C\C=N\NC(=O)c2ccccc2Br)C(C)(C)c2ccccc21 | 20.5 | ·
O=C(NC1CC1)C1CCN(C(=O)c2ccc(Cl)cc2)CC1 | 6.2 | 0.2
COc1ccc(NC(=O)CN2C(=O)S/C(=C/c3cccn3-c3ccc(C(=O)O)cc3)C2=O)cc1 | · | 0.0
CN(C(=O)COC(=O)/C=C/c1cccs1)c1c(N)n(Cc2ccccc2)c(=O)[nH]c1=O | 13.5 | -1.3
CCN(CC)S(=O)(=O)c1ccc2c(c1)c(=O)c(C(=O)N1CCOCC1)cn2C | 4.6 | -0.1
Cc1ccc(S(=O)(=O)N2[C@@H](c3cccc4ccccc34)C(C(=O)O)=C[C@H]2C(C)(C)C)cc1 | 46.2* | -1.3
Cc1ccc2nc(NC(=O)c3ccc4c(c3)OCO4)sc2c1 | 31.1 | 0.5
CC(C)(C)NC(=O)c1ccc2c(c1)C(=O)N(C1CCCCC1)C2=O | 6.7 | 2.3
COc1ccc(Nc2nc(N(C)c3ccccc3)nc(N)c2[N+](=O)[O-])cc1 | 13.7 | -1.3
O=C(OCCNc1ncc(C(F)(F)F)cc1Cl)c1ccc(S(=O)(=O)N2CCOCC2)cc1 | 5.0 | -0.6
Cc1ccc(/C=C(\NC(=O)c2ccc(C)cc2)C(=O)NCCCn2ccnc2)cc1 | 10.2 | -0.6
CC(C)[C@H]1CC[C@@H](C)C(C(=O)c2ccccc2)C1=O (stereo partly drawn) | 10.8 | 0.0
O=C(Cn1cnc2c(nnn2Cc2ccccc2)c1=O)NCC1CCCO1 (stereo not drawn) | 5.4 | -0.4
Cc1[nH]c2ccccc2c1/C=N/NC(=O)c1cc(-c2cccs2)[nH]n1 | 57.2* | 0.9
COc1ccc(CN(CCC(c2ccccc2)c2ccco2)C(=O)c2ccco2)cc1 (stereo not drawn) | 10.3 | -0.9
CCOC(=O)c1cc(-c2ccccc2)sc1NC(=O)C(C)N1C(=O)NC(C)(c2ccc(Cl)cc2)C1=O (stereo not drawn) | 8.7 | -0.8
C[C@H](NC(=O)[C@@H]1Cc2ccccc2CN1)C(=O)NC[C@H]1CC[C@H](C(=O)O)CC1 | -0.8 | 2.1
CC(C)c1ccc(S(=O)(=O)N2CCN(C(=O)c3cc(-c4ccccc4)n[nH]3)CC2)cc1 | 0.5 | 2.4
CCCCn1cnc2c(sc3nc4c(cc32)CSC(C)(C)C4)c1=O | 21.9 | -1.3
CCN(CC)S(=O)(=O)c1ccc(/C(O)=C(\C#N)c2nc3ccccc3n2C)cc1 | 2.9 | 0.3
Nc1ccc(C(=O)N/N=C\c2ccc(OC(=O)c3ccccc3Cl)cc2)cc1 | 1.8 | 1.2
O=C(NCc1nnnn1-c1ccc(F)cc1)C1CC(=O)N(c2ccc(F)cc2)C1 (stereo not drawn) | -0.1 | -0.9
COc1ccc(S(=O)(=O)n2c([N+](=O)[O-])cnc2C)cc1OC | 11.4 | -1.1
CCCCc1ccc(NC(=O)COc2ccc(C(=O)Nc3ccccc3OC)cc2)cc1 | 19.3 | -0.1
Cc1cccc(-n2c3nc(=O)[nH]c(=O)c-3cc3c(C)nn(-c4ccccc4)c32)c1 | 37.2 | -1.4
CCOC(=O)C(=O)Nc1ccc(OCc2ccccc2)cc1 | 13.8 | -0.5
CC(C)C(=O)NN(C(=O)c1ccccc1)c1ccccc1 | 16.6 | -0.6
O=C(CSc1n[nH]c(-c2cccnc2)n1)Nc1ccc(Br)cc1 | 12.7 | 2.9
Cc1c(O)ccc2c(=O)c(Oc3ccccc3)coc12 | · | -0.7
CCCCC(CC)C(=O)Nc1ncc([N+](=O)[O-])s1 (stereo not drawn) | 36.4 | 0.0
CC(=O)OC1CCC2C3CCC4=CC(=O)CCC4(C)C3CCC2(C)[C@]1(C)O (stereo partly drawn) | 13.7 | 0.7
O=C(NC12CC3CC(CC(C3)C1)C2)c1cccnc1 | 5.0 | 0.4
Cc1cccc(N2CCN(C(=O)c3c(-c4ccccc4Cl)noc3C)CC2)c1C | 27.7 | -1.5
CSc1nc(SCC(=O)NC(c2ccccc2)c2ccccc2)c2c3c(sc2n1)CN(C)CC3 | 22.1 | -2.2
CCN(CC)CCn1c2c(c(SCC(=O)Nc3cc(OC)cc(OC)c3)nc1=O)CCC2 | 6.3 | -1.1
Cc1ccc(Cc2c(C)nc3nc(SCC(=O)NCCCN4CCCCC4)nn3c2C)cc1 | 2.5 | -1.4
C=CCOC(=O)C(=O)/C=C/c1csc2ccccc12 | 20.3 | -2.0
O=C(NCCC(=O)N(Cc1ccco1)Cc1cccs1)c1ccc(Br)cc1 | 18.0 | -1.5
Cc1cccc(C(=O)Nc2ccc(S(=O)(=O)N3CCOCC3)cc2)c1[N+](=O)[O-] | 14.4 | -2.7
c1cc(CSc2nnc(-c3ccc4c(c3)OCO4)o2)ccn1 | 15.5 | -0.2

Following part.
smiles | OX1R antag | STK33 kinase inh
Cc1ccc(NC(=O)CCCN2C(=S)NC(C)(C)CC2C)cc1 (stereo not drawn) | 0.8 | -0.4
CCOc1ccccc1/C=c1\sc2nc(-c3ccco3)nn2c1=O | 40.9 | -1.2
OCCN1CCN(c2nc(-c3ccccc3)c3cc(Cl)ccc3n2)CC1 | 8.0 | -0.9
Cc1ccc(NC(=O)COC(=O)c2ccc3c(c2)OCCO3)cc1 | 5.7 | 0.6
O=C1CCN(S(=O)(=O)c2ccccc2)C2CCCCC12 (stereo not drawn) | 19.3 | -2.0
COc1ccc(C(=O)NN2CCOCC2)cc1[N+](=O)[O-] | 11.3 | -0.3
COc1ccc(CN(Cc2nc3ccccc3c(=O)[nH]2)C(=O)c2ccco2)cc1 | 12.7 | -2.0
Oc1ccc(-c2ccccc2)cc1CN1CCCCCC1 | 12.6 | 0.0

Shown as a hit in STK33 kinase inh, of those listed so far:
smiles | OX1R antag | STK33 kinase inh
S=C(Nc1ccccc1)Nc1ccc2cn[nH]c2c1 | 9.9 | 41.3*

More records follow.
smiles | OX1R antag | STK33 kinase inh
COc1ccccc1NC(=O)Cn1nc(Cc2cccnc2)c2ccccc2c1=O | 3.0 | 0.5
CC(C)(C)C(=O)Nc1ccc(C(=O)NNC(=O)Cc2ccccc2)cc1 | 23.0 | -2.3
CCOC(=O)N1CCN(c2c(NCc3ccc(Cl)cc3)c(=O)c2=O)CC1 | 14.2 | -0.4
Cc1ccc(NC(=O)c2ccc(NCC3CCCO3)c([N+](=O)[O-])c2)cc1Cl (stereo not drawn) | 3.4 | 0.2
Brc1ccc(OCc2ccccc2)c(CNCC2CCCO2)c1 (stereo not drawn) | 13.9 | -0.8
O=C(O)CC(CC(=O)Nc1ccc(Oc2ccccc2)cc1)c1ccccc1 (stereo not drawn) | 7.7 | 0.2
Cc1nn(-c2ccc(F)cc2)c(Cl)c1/C=C(\CC(=O)O)c1nc2ccccc2s1 | 7.7 | 0.1
Cc1ccc(CNC(=O)c2ccc[nH]2)cc1 | 20.1 | -0.4

One compound at a time (already shown).
`Brc1ccc(OCc2ccccc2)c(CNCC2CCCO2)c1` (stereo not drawn) as listed: OX1R antag: 13.9; STK33 kinase inh: -0.8
`Cc1nn(-c2ccc(F)cc2)c(Cl)c1/C=C(\CC(=O)O)c1nc2ccccc2s1` as listed: OX1R antag: 7.7; STK33 kinase inh: 0.1

Additional results follow:
smiles | OX1R antag | STK33 kinase inh
COc1ccc([N+](=O)[O-])c(OC)c1C(=O)Nc1ccc(F)cc1F | 4.9 | -1.3
Cc1c(C(=O)NCC2CCCO2)cccc1[N+](=O)[O-] (stereo not drawn) | 17.0 | -2.9
COc1ccccc1C(CNC(=O)CN(C)S(=O)(=O)c1ccc(C)cc1)N1CCCC1 (stereo not drawn) | 3.4 | -1.3
N=C1C(c2nc3ccccc3c(=O)[nH]2)=C(O)CN1CCO | 18.2 | 1.3
CCCCN1C(=O)CC(Sc2ncccc2C(=O)O)C1=O (stereo not drawn) | -0.1 | -1.5
CN1CCN(S(=O)(=O)c2cccc(C(=O)Oc3ccc(C(C)(C)C)cc3)c2)CC1 | 8.7 | -0.6
